# KB-V1 MDR tox = kills drug-selected multidrug resistant KB-V1 cells; KB-V1 MDR cells viability, CellTiter-Glo, 72 h; Potency, µM (series often up to 46.1 µM), without a hit: top-dose activity change, negative = cytotoxicity, hits mostly cytotoxic; hit rate 3.4% among 400,000; AID 1347076; note: potency is the fitted concentration of half-maximal effect; % is set by controls: 0 for no effect and ±100 for the full control effect; nearly all actives have a fitted effect of over 60% in size
#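 Cytotoxicity via CellTiter-Glo luminescence after 72 h compound exposure at 37 degrees C. Cells: drug-selected KB-V1 line, DMEM phenol-red free plus 10% FBS. Compounds tested at multiple concentrations; normalized data fitted to concentration-effect curves.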
# IL-1B inflam inh = blocks inflammasome-driven IL-1 beta release; THP-1 LPS/ATP IL-1B secretion, AlphaLISA, 16 h; stronger effect = lower value; activity change, % at 57.5 µM; hit rate 4.7% among 360,000; in the data active = activity change below about -50%; inconclusive = mostly about -30% to -49%; note: % is set by controls: 0 for no effect and ±100 for the full control effect
#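 THP-1 cells pretreated 1 hr with compounds (up to 57.5 uM final), then stimulated with LPS (250 ng/mL final) plus ATP (1.25 mM final); secreted IL-1B measured by AlphaLISA after 16 hr, decreased signal indicating inhibition.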
# SW480 rerep = induces DNA re-replication in SW480 colon adenocarcinoma cells | SW480 DNA re-replication, Hoechst DNA content imaging, 48 h | Potency, µM (doses to about 46.1 µM), inactives show at the top dose re-replication activation, hits mostly activators | hit rate 1.8% among 340,000 | AID 624297; note: potency is the fitted concentration of half-maximal effect; % of control where 0% means no effect; nearly all actives have a fitted effect of over 55% in size
#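 SW480 cells exposed to compounds for 48 hr at 37 C, 5% CO2, then Hoechst-stained 40 min. Nuclear DNA content imaged by fluorescence scanning (405 nm excitation, 500-530 nm emission); re-replication scored as increased high-intensity nuclei.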
# HT1080NT lethal = kills 2HG-producing HT-1080-NT fibrosarcoma cells. HT-1080-NT fibrosarcoma viability, CellTiter-Glo ATP luminescence, 48 h. Potency, µM (titrated, usually from 46.1 µM), inactives show top-dose activity, negative = less viability, hits mostly cytotoxic. hit rate 1.6% among 360,000;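 note: NT is the 2HG producing partner of a matched IDH1 knockdown line; potency is the fitted concentration of half-maximal effect; 0% = DMSO-treated cells and -100% = media-only wells without cells; nearly all actives have a fitted effect of over 55% in size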
#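 750 cells/well, RPMI + 5% FBS; 2 h settle, compound pin-transfer, 48 h at 37 degrees C. CellTiter-Glo 10 min RT, luminescence. Normalized to DMSO and media-only wells.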
# KB-3-1 cytotox = KB-3-1 parental cell cytotoxicity | KB-3-1 viability, CellTiter-Glo ATP luminescence, 72 h | Potency, µM (top dose mostly 46.1 µM), for the others: top-dose activity change, negative = cytotoxic, hits mostly cytotoxic | hit rate 1.4% among 400,000 | AID 1347075; note: potency is the fitted concentration of half-maximal effect; % is set by controls: 0 for no effect and ±100 for the full control effect; nearly all actives have a fitted effect of over 60% in size
#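 Cytotoxicity measured as CellTiter-Glo luminescence after 72 h at 37 C. Compound titrations were pinned onto drug-naive KB-3-1 parental adenocarcinoma cells grown in DMEM with 10% FBS, and normalized data fitted to concentration-response curves.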
# MCF10A rereplic = induces DNA re-replication in MCF 10a normal breast cells. AID 624296. hit rate 2.9% among 350,000. MCF 10A DNA re-replication, Hoechst nuclear intensity, 48 h. Potency, µM (titrated, usually from 46.1 µM), for the others: at the top dose activity, positive = re-replication, hits mostly activators; note: potency is the fitted concentration of half-maximal effect; % of control where 0% means no effect; nearly all actives have a fitted effect of over 50% in size
# WRN helicase inh = inhibitors of human WRN helicase; Potency, µM (titrated, usually from 114 µM), without a hit: at the highest dose activity change, negative = inhibition, usual class: inhibitors; Q14191; WRN helicase unwinding, fluorescent forked duplex, kinetic; hit rate 0.46% among 360,000; note: potency is the fitted concentration of half-maximal effect; % is set by controls: 0 for no effect and ±100 for the full control effect; nearly all actives have a fitted effect of over 55% in size
# Target sequence (Q14191 whole entry, looked up): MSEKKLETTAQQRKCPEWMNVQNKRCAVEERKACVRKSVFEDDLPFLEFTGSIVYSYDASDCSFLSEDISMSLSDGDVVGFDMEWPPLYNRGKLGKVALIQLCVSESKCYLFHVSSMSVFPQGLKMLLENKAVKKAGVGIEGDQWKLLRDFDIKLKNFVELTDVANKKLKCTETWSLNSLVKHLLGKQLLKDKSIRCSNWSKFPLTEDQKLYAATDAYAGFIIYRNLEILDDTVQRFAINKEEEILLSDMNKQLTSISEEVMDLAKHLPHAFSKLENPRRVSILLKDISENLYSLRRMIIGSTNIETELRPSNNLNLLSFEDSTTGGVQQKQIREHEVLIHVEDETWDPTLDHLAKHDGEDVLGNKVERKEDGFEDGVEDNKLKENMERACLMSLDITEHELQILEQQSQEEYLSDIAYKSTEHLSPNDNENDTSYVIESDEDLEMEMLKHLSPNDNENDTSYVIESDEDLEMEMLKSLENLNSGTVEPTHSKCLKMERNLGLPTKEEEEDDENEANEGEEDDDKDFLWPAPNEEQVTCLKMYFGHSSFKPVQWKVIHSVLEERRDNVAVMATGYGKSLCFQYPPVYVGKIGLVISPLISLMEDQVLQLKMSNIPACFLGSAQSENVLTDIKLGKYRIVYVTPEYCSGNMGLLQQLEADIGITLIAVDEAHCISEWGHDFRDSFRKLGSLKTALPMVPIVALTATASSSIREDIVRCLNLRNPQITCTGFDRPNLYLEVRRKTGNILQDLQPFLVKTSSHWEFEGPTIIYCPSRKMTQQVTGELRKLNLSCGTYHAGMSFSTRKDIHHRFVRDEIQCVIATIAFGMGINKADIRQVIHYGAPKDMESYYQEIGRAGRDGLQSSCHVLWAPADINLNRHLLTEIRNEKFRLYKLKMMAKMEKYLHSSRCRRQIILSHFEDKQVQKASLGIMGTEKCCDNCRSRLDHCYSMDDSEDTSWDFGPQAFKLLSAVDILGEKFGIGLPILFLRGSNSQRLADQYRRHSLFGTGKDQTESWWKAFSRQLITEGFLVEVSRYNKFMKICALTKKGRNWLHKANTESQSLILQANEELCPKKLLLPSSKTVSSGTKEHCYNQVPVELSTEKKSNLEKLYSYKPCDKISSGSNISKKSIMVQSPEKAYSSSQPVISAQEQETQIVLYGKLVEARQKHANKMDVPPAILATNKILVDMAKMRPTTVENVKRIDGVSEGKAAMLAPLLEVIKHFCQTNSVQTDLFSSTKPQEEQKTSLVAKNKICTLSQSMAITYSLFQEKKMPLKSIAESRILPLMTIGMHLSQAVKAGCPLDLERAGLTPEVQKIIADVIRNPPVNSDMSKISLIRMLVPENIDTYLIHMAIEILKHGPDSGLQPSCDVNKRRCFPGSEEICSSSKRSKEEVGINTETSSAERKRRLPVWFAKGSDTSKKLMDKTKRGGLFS
#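 Enzyme (20 nM final) and test compound sit together 15 min at room temperature before substrate addition. Substrate is a single-forked duplex oligonucleotide (100 nM) labelled with fluorophore and quencher, with 2 mM ATP; helicase unwinding raises red fluorescence, read kinetically.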
# ATXN2 expr inh = ATXN2 expression inhibition. HEK-293 ATXN2-luciferase reporter, luminescence, 24 h. Potency, µM (doses to about 57 µM), for inactives: at the highest dose activity change, negative = inhibition, most hits filed as inhibitors. hit rate 0.72% among 360,000. AID 1745845; note: potency is the fitted concentration of half-maximal effect; % is set by controls: 0 for no effect and ±100 for the full control effect; nearly all actives have a fitted effect of over 55% in size
#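 ATXN2-luciferase reporter cells (luciferase flanked by upstream and downstream ATXN2 gene portions) were treated 24 h at 37 °C with compounds at up to 57 uM. SteadyGlo luminescence gave expression; GF-AFC fluorescence gave viability.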
# HT1080 IDH1KD tx = toxicity to HT-1080 IDH1 knockdown cells (counter line) | HT-1080 IDH1 knockdown viability, ATP luminescence, 48 h | Potency, µM (titrated, usually from 46.1 µM), for inactives: at the top dose activity, negative = toxicity, most hits filed as cytotoxic | hit rate 2% among 360,000 | AID 686971;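 note: potency is the fitted concentration of half-maximal effect; 0% = DMSO wells and -100% = cell-free medium wells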
#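 Luminescent ATP read-out (CellTiter-Glo, 10 min at room temperature) after 48 h compound exposure at 37 °C gave viability of IDH1-knockdown HT-1080 cells. Activity was normalised to DMSO and cell-free wells, then fitted as concentration-response curves.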
# Numbers without * were called inactive; ? = inconclusive; . = not tested or not shown; [ ] = remark or other dose. Unless noted, calls come from the whole dose curve; as a rule, active = well fitted curve in the direction sought with a large enough effect; inconclusive = small, poorly fitted or top-dose-only effect, or another doubt; inactive = no such curve, though single readings can be large; an effect the other way counts as inactive or inconclusive.
SMILES,KB-V1 MDR tox,IL-1B inflam inh,SW480 rerep,HT1080NT lethal,KB-3-1 cytotox,MCF10A rereplic,WRN helicase inh,ATXN2 expr inh,HT1080 IDH1KD tx
CC1(C)CC(=O)C2=C(C1)N(c1ccccc1)C(N)=C(C#N)C2c1cccnc1 (stereo unspecified),?,17.2,0.3%,4.9%,-0.4%,4.3%,-30.2%,-12.3%,13.9%
O=c1nc(N(c2ccccc2)c2ccccc2)[nH]c(=O)[nH]1,20.7%,8.3,-0.6%,-0.7%,12.3%,-3.6%,-6.3%,0.6%,4.0%
CC(C)(C)OC(=O)NCCCCCNC(=O)c1[nH]cnc1C(=O)Nc1cc(Br)ccc1F,?,-13.5,.,6.6%,?,.,0.5%,?,12.0%
C/C(=N\NC(N)=S)c1ccncc1,2.4%,-3.9,-14.9%,3.6%,6.4%,-0.6%,-7.2%,.,4.3%
CCCNC(=O)c1ccccc1NS(=O)(=O)c1ccc2c(c1)OCCO2,?,25.4,-7.2%,0.3%,3.2%,-2.6%,3.5%,-8.5%,0.5%
CCN(CC)S(=O)(=O)c1cccc(NC(=O)c2ccc(SC)cc2OC)c1,?,.,1.5%,-7.2%,4.2%,11.5%,-12.1%,-27.6%,-18.4%
Cn1c(=O)c2c(nc(NCc3ccccc3)n2CC(=O)NCc2ccccc2)n(C)c1=O,-10.4%,9.5,3.7%,11.2%,0.7%,2.6%,-10.5%,-0.1%,9.2%
Oc1ccccc1-c1nnc(COc2ccc(Cl)cc2Cl)o1,-6.6%,-28.5,-8.4%,-9.0%,-7.4%,0.2%,-2.6%,28.9%,1.4%
CC1Cc2cc(/C=C3/SC(=S)N(C)C3=O)ccc2O1 (stereo unspecified),12.0%,2.8,-5.8%,17.0%,-3.2%,-2.0%,4.8%,-8.6%,17.7%
O=C(CN(Cc1cccs1)C(=O)CNS(=O)(=O)c1ccccc1)NC1CCCC1,6.0%,0.0,-27.0%,10.9%,0.0%,4.1%,-0.3%,10.6%,4.5%
CCCc1cc(=O)[nH]c(-n2[nH]c3c(c2=O)CCCC3)n1,-5.6%,33.8,?,?,?,1.8%,?,?,?
O=C(C1CCCN(S(=O)(=O)c2ccc(F)cc2)C1)N1CCOCC1 (stereo unspecified),21.0%,-12.4,-13.1%,1.7%,9.3%,-5.5%,7.8%,22.8%,-12.5%
CC(C)c1cc(C(=O)N/N=C/c2ccoc2)c(O)c(C(C)C)c1,?,59.6,-8.7%,-7.4%,0.0%,6.6%,0.3%,?,-21.8%
Cn1nccc1C(=O)N1CCN(c2ccccc2F)CC1,7.7%,-13.9,23.3%,24.2%,14.4%,1.7%,6.3%,4.7%,-0.7%
CC(C)CC(NC(=O)c1ccccc1)C(=O)OCC(=O)Nc1ccc(Br)cn1 (stereo unspecified),21.7%,9.2,-1.6%,8.6%,20.4%,0.2%,1.1%,0.6%,3.3%
CCCN(CC(=O)Nc1cc(Cl)ccc1Cl)C(=O)c1ccc2n[nH]nc2c1,0.8%,-26.7,-4.3%,-6.5%,5.5%,?,-19.7%,4.9%,-1.5%
Cc1ccc(-c2cc(-c3ccccc3)no2)cc1,24.0%,14.3,-8.7%,20.2%,0.1%,13.6%,14.9%,52.9%[activator],20.5%
COc1ccc(Cn2cc(CN3CC(N4CCN(C5CCN(C)CC5)CC4)CS3(=O)=O)nn2)cc1 (stereo unspecified),0.9%,0.0,.,10.6%,3.1%,.,4.1%,1.6%,7.4%
CN1C=CC=C/C1=C1\SC(=S)N(Cc2ccccc2)C1=O,15.9%,-14.5,23.1µM*,-11.9%,10.1%,-17.1%,-16.5%,-0.6%,-1.4%
NC(=O)C1CCN(C2=C(NS(=O)(=O)c3ccc(Cl)cc3)C(=O)c3ccccc3C2=O)CC1,-12.0%,-7.9,-28.5%,-12.0%,-5.9%,-0.7%,7.8%,.,-10.2%
CC(=O)Nc1ccc(Nc2nc(C)c([N+](=O)[O-])c(N(C)c3ccccc3)n2)cc1,?,?,-1.4%,12.9%,-0.2%,17.5%,?,?,6.2%
O=C(OCc1ccccc1)c1ccc(NCc2cc(O)ccc2O)cc1,2.59µM*,-76.2*,?,9.2µM*,3.66µM*,?,-24.3%,10µM*,5.8µM*
COC(=O)[C@]12CCCCC=C1N(CCc1ccc(OC)c(OC)c1)C(=O)[C@H](CC(=O)NCc1ccc(OC)c(OC)c1)C2,-27.6%,-17.6,.,0.8%,10.5%,.,7.7%,.,-10.6%
COc1ccc(CNC(=O)O[C@H]2CN(C(=O)OC(C)C)N(C(=O)OC(C)C)[C@@H]3CN(S(=O)(=O)c4ccc(C)cc4)C[C@]23O)cc1OC,7.7%,-30.0,.,0.0%,0.0%,.,-4.5%,-6.9%,0.4%
Cc1ccc(SCC(=O)OCC(=O)NCc2ccco2)cc1,-23.0%,27.4,0.1%,-5.4%,1.2%,-0.3%,1.4%,-19.9%,-7.1%
CC(=O)/C(C(=N)N1CCN(C(c2ccccc2)c2ccccc2)CC1)=C(\C)O,11.9%,-16.7,3.9%,19.8%,-2.6%,3.7%,7.7%,12.2%,23.5%
CCc1cc(C(c2cccc(OC)c2)N2CCOCC2)c(NC(=O)c2ccccc2)s1 (stereo unspecified),19.1%,?,-5.4%[9.22 µM],-27.0%,14.6%,2.3%,-5.8%,28.4%,?
CC(C)CC(NC(=O)C1CCC(C)CC1)C(=O)N1CCN(c2ccccn2)CC1 (stereo unspecified),-8.7%,-18.1,4.2%,-8.1%,-8.6%,5.0%,-3.2%,-14.8%,-0.3%
COc1ccc(/C=N/NC(=O)Nc2cccc3nsnc23)cc1,-28.2%,21.9,23.8%,-10.9%,-9.1%,?,1.8%,40.0%[activator],-18.4%
Cc1cc(C(=O)COC(=O)C2COc3ccccc3O2)c(C)n1CC1CCCO1 (stereo unspecified),16.3%,-3.0,-10.9%,18.1%,5.3%,-0.9%,-8.9%,-26.2%,6.4%
CN(C)S(=O)(=O)c1ccc(NC(=O)CSc2n[nH]c(=O)n2C2CC2)cc1,-1.7%,-7.6,-14.0%,-8.2%,1.6%,9.3%,-0.7%,.,0.0%
CN(C(=O)COc1ccccc1C(=O)NCCOc1ccccc1)c1ccccc1,8.2µM*,-96.8*,0.7%,20.6µM*,14.6µM*,18.4µM*,-26.1%,?,?
O=C(C#Cc1ccccc1)c1ccco1,0.6%,-100.6*,5.8µM*,11.6µM*,?,?,?,?,6.51µM*
Cc1ccc(Cl)cc1N1CCN(C(=O)C2CCN(S(=O)(=O)c3c(C)nn(C)c3C)CC2)CC1,-0.6%,-1.6,?,-26.0%,-18.5%,?,-14.5%,-35.7%,-22.8%
Cc1ccc(NC(=O)CCC(=O)NNC(=O)Nc2cccc(Cl)c2)c(C)c1,5.3%,0.0,-3.8%,2.8%,-1.5%,8.2%,-26.1%,-1.5%,2.6%
Cc1cc(C)n2nc(C(=O)N3CCCC(Nc4ccc(C(C)C)cc4)C3)cc2n1 (stereo unspecified),4.7%,27.9,-20.6%,9.1%,17.0%,6.8%,-0.3%,1.3%,2.4%
COCc1c(C(=O)N2CCN(c3ccc(C(F)(F)F)cn3)CC2)oc2ccccc12,?,8.7,1.8%,-0.8%,-10.6%,-14.0%,-35.4%[57.1 µM],-28.2%,-14.2%
Cc1ccc(S(=O)(=O)NCCNC(=O)N2CCOCC2)cc1,13.3%,12.1,-20.9%,0.7%,8.0%,-1.1%,-1.3%,.,4.5%
COC(=O)c1cn(NC(=O)Cc2ccccc2OC)c(=O)c2ccccc12,-22.7%,-9.7,15.2%,-0.2%,15.2%,1.5%,-2.3%,3.9%,3.9%
Cc1cccc(OCCCCCN2CCOCC2)c1,-26.8%,17.5,1.2%,12.9%,2.8%,14.4%,-2.6%,7.0%,1.1%
CCc1noc(C)c1C(=O)N1CC(C)SC1=Nc1ccc(Cl)cc1 (stereo unspecified),16.4µM*,-5.0,1.0%,-8.9%,-0.6%,7.8%,1.6%,0.8%,-5.5%
CC(C)(C)OC(=O)NCCCC[C@H](NC(=O)c1nc[nH]c1C(=O)NCc1ccccc1)C(=O)OC(C)(C)C,-19.5%,?,4.0%[9.22 µM],-15.8%,?,?,-8.9%,?,?
CCOC(=O)N1CCC(NC(=O)c2cc3c(-c4ccccc4F)nn(C)c3s2)CC1,-4.0%,19.0,3.9%,-5.5%,?,?,-0.2%,-23.6%,9.7%
N#Cc1nc(Cc2cccc3ccccc23)oc1NCC1CCCO1 (stereo unspecified),16.4µM*,10.3,-2.7%,-11.2%,0.7%,3.5%,4.2%,0.5%,-19.4%
O=C(NNc1ccccc1C(F)(F)F)c1sccc1Br,?,12.7,2.4%,-2.7%,4.3%,5.6%,1.2%,.,-1.5%
CCc1cccc(CC)c1NC(=O)C1SC(=Nc2ccccc2C)C(c2nc3ccccc3s2)=C1N (stereo unspecified),-8.9%,6.0,8.2µM*,-22.0%,?,?,-3.8%,1.1%,-12.7%
